# DNA Pol III inh: qHTS Assay for Inhibitors of DNA Polymerase III Holoenzyme System; reconstituted DNA polymerase III holoenzyme replication, biochemical; Potency, µM (doses to about 57.1 µM), for inactives: at the top dose activity change, negative = inhibition; 0.25% of 71,000 active; further: potency means the concentration at half of the fitted maximal effect; on the % scale 0 is the no-effect control and ±100 the full control effect
#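 Reconstituted *E. coli* holoenzyme (0.35 nM Pol III, 1 nM beta, 154 nM SSB, 2 nM primase) was preincubated with compound for 15 min at RT. Synthesis on 1.4 nM ssM13Gori ran 35 min, then was stopped with PicoGreen/EDTA and read as dsDNA fluorescence.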
# HBB splice mod: qHTS Assay for Modulators of Hemoglobin Beta Chain Splicing; AID 925, 2007; 0.06% of 65,000 active; HBB splicing reporter cell assay, activation; EGFP reporter with mutant IVS2-654 intron; response scale: normalised to 500 nM splice-correcting PNA; Potency, µM (highest dose often 46.1 µM), without a hit: at the highest dose activation, usual class: activators; further: potency means the concentration at half of the fitted maximal effect; 0% is about no effect
#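 Compounds were applied for 2 days to HeLa EGFP-654 cells, 500/well in Optimem with 2% FCS. The reporter's EGFP is disrupted by mis-splicing of beta-globin intron IVS2-654. Readout: summed well GFP fluorescence from 488 nm laser scanning; reference was 500 nM antisense […] 654 PNA.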
# Epigenetic mod: qHTS Assay for Epigenetic Modulators. mouse C127i GFP locus derepression, cytometry, 30 h. Potency, µM (titrated, usually from 46.1 µM), inactives show at the highest dose GFP derepression (activation). 0.09% of 68,000 active. AID 597, 2007; further: % of control where 0% means no effect
#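 Read-out is the number of GFP-positive cells, scored as fluorescent objects 20 to 120 um wide, reflecting derepression of a silenced CMV-GFP reporter in murine C127i cells after 30 h compound exposure at 37 C.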
# Hsp90 Hop PPI: qHTS Assay for Disrupters of an Hsp90 Co-Chaperone Interaction | AlphaScreen TPR2A-His6 binding biotin-Hsp90 C-terminal peptide | 0.44% of 71,000 active | AID 595, 2007 | Hsp90 C-terminal peptide / TPR2A (Hop) interaction, human | Potency, µM (series often up to 57 µM), for the others: at the top dose activity change, negative = inhibition; active means well fitted curve in either direction with a large enough effect; inconclusive means small, poorly fitted or top-dose-only effect, or another doubt; further: potency means the concentration at half of the fitted maximal effect; on the % scale 0 is the no-effect control and ±100 the full control effect; many of its hits are not listed in these tables
# ALOX15 inhib: qHTS Assay for Inhibitors of 15-hLO (15-human lipoxygenase); Polyunsaturated fatty acid lipoxygenase ALOX15 (Homo sapiens), P16050; purified 15hLO-1, xylenol orange hydroperoxide absorbance; Potency, µM (titrated, usually from 57.1 µM), without a hit: at the highest dose activity change, negative = inhibition, most hits filed as inhibitors; 1.4% of 74,000 active; AID 887, 2007; further: potency means the concentration at half of the fitted maximal effect; on the % scale 0 is the no-effect control and ±100 the full control effect; nearly all actives have a fitted effect of over 55% in size
#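 Hydroperoxide formed from arachidonic acid (50 uM) by purified human 15hLO-1 (40 nM) oxidizes ferrous iron, and the ferric-xylenol orange complex is read at 573 versus 405 nm. Compounds were preincubated 15 min; reaction ran 6 min at room temperature.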
# CRE-bla Fsk: Cell signaling CRE-BLA (Fsk stim); CHO CRE-bla reporter (cAMP response element driving beta-lactamase), forskolin EC10, beta-lactamase ratio; Potency, µM (titrated, usually from 38.2 µM), without a hit: top-dose activity change, negative = inhibition, actives largely listed as activators; 2.5% of 71,000 active; active means well fitted activation curve with a large enough effect in the signal ratio, with a control signal flat, not every such curve was filed as active; inconclusive means small, poorly fitted or top-dose-only effect, or effect the other way, or a change in a side signal; the % refers to the signal ratio; further: potency means the concentration at half of the fitted maximal effect; % of control where 0% means no effect
#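 CRE-bla CHO reporter cells treated with compound titration plus EC10 NKH 477 (water-soluble forskolin), incubated 3 h at 37 °C; CCF4 loading 2 h at room temperature, 460/530 nm emission ratio read, AC50 values derived for positive or negative modulators.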
# Ub-GFP proteasome: Ubiquitin-GFP Assay | AID 526, 2006 | Potency, µM (titrated, usually from 45.9 µM), without a hit: at the highest dose activation (GFP accumulation), most hits filed as activators | Ubiquitin-GFP reporter cells, proteasome inhibition, GFP fluorescence; response scale: untreated = 0%, 10 µM MG-132 = 100% | 67,000 tested, under 10 active; active means well fitted activation curve with a large enough effect, not every such curve was filed as active; inconclusive means small, poorly fitted or top-dose-only effect, or another doubt; inactive means no such curve, though single readings can be large or run the other way; further: potency means the concentration at half of the fitted maximal effect
#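 GFP accumulation read-out: laser plate cytometry counting ubiquitin(G76V)-GFP-expressing U2OS cells after 4 hr compound exposure at 37 °C. Titrations spanned 46 uM to 2.9 nM; 0% = basal, 100% = 10 uM MG-132; concentration-response curves fitted.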
# FLuc inh: qHTS Assay for Inhibitors of Firefly Luciferase; Luciferin 4-monooxygenase (Photinus pyralis), P08659; purified firefly luciferase, luminescence, 8 min; Potency, µM (top dose mostly 57.1 µM), without a hit: at the top dose activity change, negative = inhibition, hits mostly inhibitors; 2.2% of 72,000 active; further: potency means the concentration at half of the fitted maximal effect; on the % scale 0 is the no-effect control and ±100 the full control effect; nearly all actives have a fitted effect of over 40% in size
# Target sequence (P08659 whole entry, looked up): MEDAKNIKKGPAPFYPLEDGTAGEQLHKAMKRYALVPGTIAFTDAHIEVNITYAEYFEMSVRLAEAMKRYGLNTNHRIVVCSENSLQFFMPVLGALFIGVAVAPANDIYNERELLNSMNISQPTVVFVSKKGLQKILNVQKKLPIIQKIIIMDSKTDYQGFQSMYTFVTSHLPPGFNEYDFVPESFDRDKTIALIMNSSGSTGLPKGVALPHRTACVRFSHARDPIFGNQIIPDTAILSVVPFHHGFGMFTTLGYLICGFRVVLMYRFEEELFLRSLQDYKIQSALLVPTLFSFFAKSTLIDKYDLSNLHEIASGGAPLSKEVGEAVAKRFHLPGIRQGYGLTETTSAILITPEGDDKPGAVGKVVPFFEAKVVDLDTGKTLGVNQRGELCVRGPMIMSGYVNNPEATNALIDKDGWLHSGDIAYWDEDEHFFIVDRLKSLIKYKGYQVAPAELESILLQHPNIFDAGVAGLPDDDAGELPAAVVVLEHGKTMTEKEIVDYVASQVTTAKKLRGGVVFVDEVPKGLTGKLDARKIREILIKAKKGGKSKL
#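 Substrate buffer containing 10 uM ATP (pH 7.2 imidazole, Mg2+, KCl, detergent, BSA) is dispensed, compound pinned in, then luciferase/luciferin detector mix added. After 8 min at ambient temperature, light output is measured.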
# HADH2 inhib: qHTS Assay for Inhibitors of HADH2 (Hydroxyacyl-Coenzyme A Dehydrogenase, Type II); 3-hydroxyacyl-CoA dehydrogenase type-2 (Homo sapiens), Q99714; Potency, µM (titrated, usually from 57.1 µM), for the others: top-dose activity change, negative = inhibition, actives largely listed as inhibitors; 3.4% of 73,000 active; AID 886, 2007; recombinant HADH2, NADH fluorescence, beta-hydroxybutyryl-CoA; further: potency means the concentration at half of the fitted maximal effect; on the % scale 0 is the no-effect control and ±100 the full control effect; nearly all actives have a fitted effect of over 60% in size; many of its hits are not listed in these tables
# Target sequence (Q99714 whole entry, looked up, one chain of several): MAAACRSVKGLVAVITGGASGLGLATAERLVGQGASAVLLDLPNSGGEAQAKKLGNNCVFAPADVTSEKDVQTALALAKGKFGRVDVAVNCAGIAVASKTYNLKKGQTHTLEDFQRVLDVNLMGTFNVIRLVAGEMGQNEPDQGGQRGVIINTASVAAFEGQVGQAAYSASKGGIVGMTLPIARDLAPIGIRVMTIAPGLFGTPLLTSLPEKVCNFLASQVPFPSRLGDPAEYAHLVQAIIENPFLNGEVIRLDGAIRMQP
#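 Activity measured as NADH fluorescence gain (360/450 nm), taken as the change between first and last reads of a 4-min kinetic run. Conditions: pH 9.0 Tris buffer, 20 nM E. coli-expressed His-tagged enzyme, 1 mM NAD+, 90 uM beta-hydroxybutyryl-CoA; 15-min compound preincubation.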
# Tau filament bind: qHTS Assay for Tau Filament Binding | recombinant tau filaments, thioflavin S fluorescence, 15 h; filaments grown with octadecylsulfate alongside compound | 2% of 71,000 active | Potency, µM (titrated, usually from 57.1 µM), inactives show at the highest dose activity change, negative = inhibition;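 further: potency means the concentration at half of the fitted maximal effect; on the % scale 0 is the no-effect control and ±100 the full control effect; actives lower thioflavin S fluorescence by blocking filaments or displacing dye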
#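 ThS-based fibril read: tau 1 uM final, inducer ODS 30 uM final, 37 C for 15 h, ex 450/em 510 nm.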
# ERK AVP block: qHTS Assay for Inhibitors of the ERK Signaling Pathway using a Homogeneous Screening Assay; HEK293-V1b, vasopressin-stimulated pERK AlphaScreen; Potency, µM (series often up to 57.5 µM), for inactives: at the highest dose activity, negative = inhibition, usual class: inhibitors; 0.99% of 72,000 active; further: potency means the concentration at half of the fitted maximal effect; on the % scale 0 is the no-effect control and ±100 the full control effect; nearly all actives have a fitted effect of over 55% in size
#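 HEK293 cells stably expressing V1b receptor, seeded overnight in 1% FBS, were treated with compounds for 30 min at 37C, then stimulated 5 min with 25 nM vasopressin; phospho-ERK read by AlphaScreen SureFire after lysis.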
# The depositor's hits bear a star; ? = inconclusive; · = no result given; [ ] = remark or other dose. Unless noted, the call rests on the fitted dose curve; in most records, active means well fitted curve in the direction sought with a large enough effect; inconclusive means small, poorly fitted or top-dose-only effect, or another doubt; inactive means no such curve, though single readings can be large; an effect the other way counts as inactive or inconclusive. These rows are one share of the data; count on the stated rates, not on these rows.
SMILES,DNA Pol III inh,HBB splice mod,Epigenetic mod,Hsp90 Hop PPI,ALOX15 inhib,CRE-bla Fsk,Ub-GFP proteasome,FLuc inh,HADH2 inhib,Tau filament bind,ERK AVP block
CCc1cc2c(=O)c(-c3ccon3)c(N)oc2cc1OC,-10.1%,-0.7%,1.1%,-0.1%,19.4%,?,0.3%,3.98µM*,1.5%,-8.4%,-6.7%
Cc1cc2c3c(c1C)C1(C(=O)N3C(C)(C)CC2C)C(C#N)=C(N)Oc2n[nH]c(C)c21 (centres undefined),-7.4%,0.5%,-2.7%,-6.8%,-0.2%,?,-2.1%,0.9%,6.1%,-13.7%,-18.6%
O=C(O)c1ccc(N2C(=O)C3ON(c4ccccc4)C(c4ccccc4F)C3C2=O)cc1 (centres undefined),1.4%,1.7%[0.369 µM],0.0%,0.0%,1.9%,-3.8%,·,-0.8%,-5.0%,1.9%,-24.0%
O=C(Cn1nnc(-c2ccncc2)n1)NCCc1ccccc1,-6.2%,-2.9%,1.0%,-24.7%,-0.7%,-13.8%,-0.9%,1.8%,4.8%,-11.9%,-4.0%
c1ccc(Oc2nc(Oc3ccccc3)nc(N3CCOCC3)n2)cc1,1.7%,-0.8%[9.22 µM],2.2%,11.5%,-8.7%,?,-1.3%,-2.1%,1.1%,-1.3%,-4.5%
O=C(Nc1nccs1)C1CCCN1S(=O)(=O)c1cccc2cccnc12 (centres undefined),-1.4%,-0.6%,0.0%,-3.7%,-0.5%,-14.3%,-6.2%,0.3%,7.6%,-15.7%,-13.3%
COc1ccccc1NC(=O)Cn1cnc2c(oc3ccccc32)c1=O,-6.7%,-0.6%,·,0.8%,-22.5%,?,-6.6%,2.7%,18.2%,1.4%,·
Cc1ccc2c(c1)nnn2C1CCN(CC(=O)c2ccc(Cl)cc2)CC1,-3.9%,·,?,-2.4%,-15.3%,-18.4%,-2.4%,0.0%,23.0%,-10.0%,-7.9%
COc1ccc(N2CCN(C(=O)c3ccc(N4C(=O)NC5CC4(C)Oc4ccccc45)cc3)CC2)cc1 (centres undefined),4.6%,-0.9%,0.0%,-1.9%,-3.5%,2.4%,4.0%,7.4%,-2.6%,-15.3%,20.0%
CC1=C(C(=O)N2CCCCC2)C(c2cccs2)NC(=O)N1 (centres undefined),0.4%,-5.2%,-4.7%,0.2%,2.7%,-8.8%,2.9%,0.7%,-0.7%,-5.9%,-10.7%
CCOCCCNC(=O)C(Cc1ccccc1)NC(=O)c1ccco1 (centres undefined),-2.8%,2.7%,9.7%,-0.8%,5.3%,-4.8%,-8.2%,0.1%,14.9%,8.5%,-16.2%
COC(=O)Cn1cc(C(=O)C2CC2)c2ccccc21,-7.3%,-1.0%,-4.8%,?,0.5%,3.0%,-6.1%,-1.1%,-13.0%,-7.6%,15.6%
COC(=O)c1ccc2c(c1)C(=O)N(C1CCCCC1)C2=O,-0.1%,-1.2%,5.9%,-4.4%,2.1%,?,-4.6%,3.5%,7.8%,-8.5%,2.8%
C=CCNc1ncnc2ccccc12,-4.4%,-2.5%,-2.2%,-1.2%,0.3%,4.2%,-13.4%,-1.1%,3.0%,6.2%,-0.6%
CCOC(=O)/C=C1\CC(=O)Nc2cc(C)c(C)cc2N1,-1.7%,2.4%,0.0%,-0.4%,-8.8%,1.6%,-5.6%,0.4%,101.0%[activator],5.7%,?
CS(=O)(=O)N(CC(=O)NCc1ccco1)c1cc(C(F)(F)F)ccc1Cl,-6.7%[11.4 µM],-1.5%[0.0738 µM],-1.6%,-3.7%[11 µM],8.7%[11.4 µM],-19.0%[7.6 µM],23.9%[9.17 µM],2.6%,5.4%[11.4 µM],0.1%[11.4 µM],-18.6%
Cc1cc(N2C(=O)C3CC=CCC3C2=O)cc(C)c1Br (centres undefined),-6.5%,0.4%[9.22 µM],0.0%,5.8%,-17.0%,?,-3.3%,0.0%,0.2%,-10.3%,12.7%
Cc1cccc2nc(CSc3nncn3-c3ccccc3)cn12,-1.8%,1.0%[0.369 µM],2.0%,-4.1%,8.1%,?,·,1.9%,1.8%,-4.6%,-16.0%
COc1ccc(NC(=O)C2CCN(c3nc(C)nc4c3CCC4)CC2)cc1,-6.0%,-0.3%[57.5 µM],0.0%,-3.2%,4.2%,-4.7%,3.6%,5.8%,-1.1%,9.8%,7.7%
CCC(C)[C@H](NC(=O)NCc1cccs1)C(=O)OC (some centres undefined),-4.3%,6.1%[0.369 µM],0.6%,-1.3%,7.6%,?,2.7%,3.5%,-3.5%,-6.1%,-10.3%
N=C(N)c1ccc(N)cc1,-3.8%,1.5%,0.0%,-6.8%,7.9%,-2.5%,-4.9%,0.5%,-11.7%,-3.6%,-3.0%
O=C(O)Cn1ncc2c1-c1ccoc1CC2,-6.3%,-0.1%,·,-2.5%,-8.1%,-5.4%,6.7%,0.6%,?,0.8%,·
CCOC(=O)N1CCC(NC(=O)Cn2ncc3c2-c2cc(C)ccc2OC3)CC1,-0.2%,0.7%,-2.3%,-6.3%,1.8%,-5.4%,2.9%,0.0%,3.9%,-8.8%,6.4%
CCCCCCCC/C=C\CCCCCCCC(=O)NCCc1ccc(O)c(O)c1,-0.2%,-0.2%,1.1%,?,3.98µM*,-20.9%,0.0%,-5.5%,?,-8.8%,?
Cn1c(=O)[nH]c(=O)c2c1nc(Br)n2CCCSc1nc2ccccc2o1,-5.3%,-1.1%[0.369 µM],-2.1%,0.9%,-1.0%,10µM*,·,-0.4%,?,-1.2%,31.6µM*

# Next section:
SMILES,DNA Pol III inh,HBB splice mod,Epigenetic mod,Hsp90 Hop PPI,ALOX15 inhib,CRE-bla Fsk,Ub-GFP proteasome,FLuc inh,HADH2 inhib,Tau filament bind,ERK AVP block
Oc1ccc(Br)cc1/C=N/n1cnc2ccccc21,-0.4%,-2.2%[57.5 µM],0.0%,-3.0%,-15.4%,?,0.0%,-12.8%,-26.9%,194.0%,15.8µM*
Cc1ccc(-c2nc(C#N)c(NCCN3CCCCC3)o2)cc1,3.4%,0.0%[9.22 µM],0.6%,-0.8%,-2.1%,4.2%,-1.7%,-6.7%,31.6µM*,-21.9%,-23.0%
CNC(=O)CCc1nc(-c2ccc(C(C)(C)C)cc2)no1,-0.7%,-0.8%[1.84 µM],-0.4%,-0.4%,5.6%,?,3.7%,12.6µM*,0.4%,-0.1%,-8.0%
CC(=O)C(Sc1ccc2nnc(-c3ccc(F)cc3)n2n1)C(C)=O,-4.2%,-0.2%,·,-3.5%,-11.3%,6.9%,-5.0%,-0.4%,-23.4%,-2.3%,·
COc1ccc(OC)c(NC(=O)C2CCCNC2=O)c1 (centres undefined),-3.1%[11.4 µM],-0.5%[0.0738 µM],0.0%,-2.6%[11 µM],3.2%[11.4 µM],?,0.0%[9.17 µM],0.6%,3.9%[11.4 µM],-4.3%[11.4 µM],-6.7%
Clc1ccc(-c2nn3cnnc3s2)c(Cl)c1,-4.9%,1.0%[0.369 µM],-2.1%,-2.4%,2.6%,?,·,-3.9%,12.9%,-0.9%,-15.0%
Nc1ncnc2c1ncn2[C@@H]1O[C@@H](C(=O)NC2CC2)[C@H](O)[C@@H]1O,-3.4%,1.1%,-1.1%,0.8%,3.8%,-3.7%,6.5%,3.1%,-0.5%,12.7%,?
